Screens: PubChem BioAssay, Sanford-Burnham Center for Chemical Genomics
NOD2 inhibition – NOD2 signaling inhibitors, cell-based, luminescence, uHTS, HEK293 (AID 1566); HEK293 NOD2/NF-kB luciferase reporter, luminescence; higher % means a stronger effect; one-dose inhibition, % at 4 µM; EC50 in µM for titrated hits; actives 0.63% (n = 290,000); in the data active = inhibition above about 50%; also: many of its hits are not listed in these tables
Lipid droplet – inhibitors of hepatocyte lipid droplet formation, primary screen, imaging, high-throughput imaging, BODIPY stain. AML12 mouse hepatocytes, oleate lipid droplets. inhibition, % at 6.5 µM. actives 0.4% (n = 240,000);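 active = lipid droplet intensity inhibited by at least 50%, with more than 500 cells counted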
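System: AML12 hepatocytes (mouse). Probe or stimulus: oleic acid at 100 µM to induce lipid droplet formation. Times: overnight treatment with compound plus oleate. Detection: Image-based BODIPY and DAPI two-channel analysis. Evaluation: percent inhibition of filter-corrected integrated lipid droplet intensity per well.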
Lipid droplet cells 6.5 µM – second read-out of Lipid droplet, no call of its own (marks repeat the call); cell count; measured here: cell count, cytotoxicity flag;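 cells counted across two imaged fields per well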
* hit, by the source's call. This is a subset; rates above refer to the full screens.

canonical_smiles	NOD2 inhibition	Lipid droplet	Lipid droplet cells 6.5 µM
CNC(=O)COc1coc(CN2CCN(c3ccc(OC)cc3)CC2)cc1=O	-4%	7	701
CCOc1ccc(Nc2cc3n(c(=O)n2)CCc2cc(OC)c(OC)cc2-3)cc1	2%	-28	815
N=c1c(C(=O)NCCc2ccccc2)cc2c(=O)n3ccccc3nc2n1CC1CCCO1 (configuration not stated)	-42%	-15	816
Cc1cc(C)n(C(C)CNS(=O)(=O)c2ccc(Cl)cc2)n1 (configuration not stated)	-15%	-22	778
COc1ccc2cc(C(=O)N3CCc4ccccc43)[nH]c2c1	-120%	4	868
Cc1ccccc1C(=O)Nc1ccccc1C(=O)N1CCC(C)CC1	7%	-27	804
O=C(NC1CC2CCCC(C1)N2C(=O)Nc1ccccc1)C1CC1 (configuration not stated)	4%	2	793
COc1ccc(N2CCN(C(=O)CN(C)S(=O)(=O)c3cccs3)CC2)cc1	5%	-2	798
Cc1ccc2nc3c(cc2c1)c(C)nn3-c1ccccc1	20%	4	833
CCn1c(=S)sc2c(=O)n(CC(=O)Nc3ccc(Cl)cc3)c(C)nc21	1%	-1	754
COc1ccc(S(=O)(=O)NC2CCCC2)cc1C(N)=O	10%	10	672
COc1cccc(CNC(=O)C2CCN(S(=O)(=O)c3ccc4c(c3)CC(C)N4C(C)=O)CC2)c1 (configuration not stated)	2%	-11	744
CN(c1ccccc1C(=O)Nc1cccc([N+](=O)[O-])c1)S(=O)(=O)c1ccccc1	14%	-9	824
O=C(CCN1C(=O)/C(=C/c2ccc(F)cc2)SC1=S)NC1CCS(=O)(=O)C1 (configuration not stated)	12%	-12	679
O=C(C[N+]12CC[N+](CC(=O)c3ccc(F)cc3)(CC1)CC2)c1ccc(F)cc1	-12%	-3	800
COC(=O)N1c2ccccc2CCc2ccccc21	-31%	2	829
CC(=O)c1cccc(NC(=O)CCc2nnc3ccc(N4CCN(C)CC4)nn23)c1	9%	9	757
O=C(NC(=O)N1CCCCC1)c1ccc(Cl)cc1	-6%	-2	799
COc1cc(OC)c(NC(=O)c2cncn2-c2ccc(F)cc2)cc1Cl	5%	-5	774
O=C(c1ccsc1)N1CCCC(N2CCOCC2)C1 (configuration not stated)	20%	-5	639
COc1ccccc1C1/C(=C(\O)c2ccc3c(c2)OCCO3)C(=O)C(=O)N1CCCn1ccnc1 (configuration not stated)	-8%	13	770
Cc1ccc(-c2cc(C(=O)NCCN3CCOCC3)c3ccccc3n2)o1	6%	-2	911
COC(=O)CCC(=O)N1CCCC(CO)(Cc2ccccc2F)C1 (configuration not stated)	6%	-22	799
Cc1ccc(/C=C(\C#N)C(=O)NC(C)c2ccccc2)o1 (configuration not stated)	7%	-10	796
Cc1cccc(C(=O)N/N=C/c2ccoc2)c1	-8%	6	825

12 compounds already listed, ordered by count of non-hydrogen atoms, ascending:
canonical_smiles	NOD2 inhibition	Lipid droplet	Lipid droplet cells 6.5 µM
Cc1cccc(C(=O)N/N=C/c2ccoc2)c1	-8%	6	825
O=C(NC(=O)N1CCCCC1)c1ccc(Cl)cc1	-6%	-2	799
O=C(c1ccsc1)N1CCCC(N2CCOCC2)C1 (configuration not stated)	20%	-5	639
Cc1ccc2nc3c(cc2c1)c(C)nn3-c1ccccc1	20%	4	833
COc1ccc2cc(C(=O)N3CCc4ccccc43)[nH]c2c1	-120%	4	868
COC(=O)CCC(=O)N1CCCC(CO)(Cc2ccccc2F)C1 (configuration not stated)	6%	-22	799
Cc1ccccc1C(=O)Nc1ccccc1C(=O)N1CCC(C)CC1	7%	-27	804
COc1cc(OC)c(NC(=O)c2cncn2-c2ccc(F)cc2)cc1Cl	5%	-5	774
Cc1ccc(-c2cc(C(=O)NCCN3CCOCC3)c3ccccc3n2)o1	6%	-2	911
CNC(=O)COc1coc(CN2CCN(c3ccc(OC)cc3)CC2)cc1=O	-4%	7	701
CC(=O)c1cccc(NC(=O)CCc2nnc3ccc(N4CCN(C)CC4)nn23)c1	9%	9	757
N=c1c(C(=O)NCCc2ccccc2)cc2c(=O)n3ccccc3nc2n1CC1CCCO1 (configuration not stated)	-42%	-15	816

Sorted by molar mass (lowest first): 3 of the compounds above.
canonical_smiles	NOD2 inhibition	Lipid droplet	Lipid droplet cells 6.5 µM
COC(=O)N1c2ccccc2CCc2ccccc21	-31%	2	829
Cc1ccccc1C(=O)Nc1ccccc1C(=O)N1CCC(C)CC1	7%	-27	804
CCOc1ccc(Nc2cc3n(c(=O)n2)CCc2cc(OC)c(OC)cc2-3)cc1	2%	-28	815

Additional results follow.
canonical_smiles	NOD2 inhibition	Lipid droplet	Lipid droplet cells 6.5 µM
COc1ccc(C(=O)Nc2ccccc2)cc1S(=O)(=O)NCc1ccco1	-5%	-3	853
CCCn1c(=O)c(C(=O)Nc2cccc(C)c2)c(O)c2ccccc21	18%	-12	818
CCn1cc(C(=O)NCC(OC)OC)c(=O)c2cc(S(=O)(=O)N3CCC(C)CC3)ccc21	10%	5	670
O=C(Cn1ncc2c3ccccc3n(Cc3ccc(Cl)cc3)c2c1=O)NCCCN1CCCC1=O	16%	11	712
CN(CC(=O)Nc1ccc(N2CCOCC2)cc1)C(=O)c1ccc(O)c(Cl)c1	4%	10	858
CCOCCCn1c(=S)[nH]c2cc(C(=O)NCCc3ccccc3)ccc2c1=O	-12%	6	728
c1ccc(Cn2c[n+](Cc3ccccc3)c3ccccc32)cc1	24%	-6	619
Cn1c(=O)c2c(nc(Oc3cccc(Br)c3)n2C)n(C)c1=O	14%	1	847
COc1ccc(OC)c(C2C(C(=O)c3ccco3)=C(O)C(=O)N2CC2CCCO2)c1 (configuration not stated)	5%	15	704
Cc1cccc(CS(=O)(=O)Cc2ccc(C(=O)NCCc3ccccc3)o2)c1	-1%	1	730
Cc1cc(NC(=O)CSc2nc(-c3ccc(Br)cc3)nc3c2c(=O)n(C)c(=O)n3C)no1	24%	2	770
COc1ccccc1NC(=O)CCNS(=O)(=O)c1ccc2[nH]c(=O)oc2c1	6%	24	696
COc1ccc(N2CCN(C(=O)C3CCN(S(=O)(=O)c4ccc5c(c4)oc(=O)n5C)CC3)CC2)cc1	-1%	-13	710
CCOC(=O)C1CCCN(S(=O)(=O)c2cc(C(=O)OC)n(C)c2)C1 (configuration not stated)	24%	-13	669
CCN1CCN(C(CNS(=O)(=O)c2ccc(Cl)cc2)c2ccccc2)CC1 (configuration not stated)	8%	-3	746
NNC(=O)C(Cc1cnc[nH]1)NC(=O)OCc1ccccc1 (configuration not stated)	-12%	1	827
COc1ccc(NC(=O)CC(C)n2ccnc2)cc1 (configuration not stated)	5%	1	808
CCc1ccc(-n2c(=O)c3ccc(C(=O)NCCc4ccccc4)cc3n(CC(N)=O)c2=O)cc1	18%	-13	830
COc1ccc(S(=O)(=O)n2cnc3ccccc32)cc1	-5%	8	880
CC1CCCN(C(=O)COC(=O)Cc2c(F)cccc2Cl)C1 (configuration not stated)	6%	-10	813
CCOc1ccc(C(=O)Nc2c3c(nn2-c2ccccc2)CS(=O)(=O)C3)cc1	4%	-1	793
COc1cc(C(=S)N2CCOCC2)ccc1OC(=O)c1ccccc1C	18%	-6	810
CCOc1ccccc1NC(=O)CSc1nnnn1C1CCCC1	15%	10	862
COc1cccc(CSCC(=O)NCCc2ccccc2)c1OC	-6%	-6	776
CS(=O)(=O)Cc1ccc(C(=O)NC(c2ccccc2)c2ccccc2)cc1	-3%	13	824
Cc1ccccc1CCNC(=O)Cn1nc(C)c2c(C)n(-c3ccccc3)nc2c1=O	-7%	-2	723
Cc1cnc(=O)[nH]c1SCc1ccccc1F	-18%	-6	769
CC1CCN(S(=O)(=O)c2ccc3c(c2)N(CC(=O)NCCCOC(C)C)C(=O)CO3)CC1	-9%	-14	773
COc1ccc(/C=C/C(=O)N2CCN(c3ccccn3)CC2)c(OC)c1OC	10%	-3	811
Cc1cc(OC(C)C(=O)NCC2CCC(C(=O)O)CC2)c2c(C)cc(=O)oc2c1 (configuration not stated)	3%	-4	778
CC1CCc2[nH]c3ccc(C(=O)O)cc3c2C1 (configuration not stated)	9%	-5	871
COc1cccc(CN2CC(C(=O)N3CCN(c4ccc(Cl)cc4)CC3)CCC2=O)c1 (configuration not stated)	0%	-14	573
c1ccc2nc3c(nc2c1)CCCC3	6%	2	673
Cc1c(C)c2ccc(OC(C)C(=O)NCCN3CCOCC3)c(C)c2oc1=O (configuration not stated)	15%	14	734
COc1ccc(CC(=O)Nc2c(C(=O)N3CCN(c4ccccc4)CC3)oc3ccccc23)cc1OC	3%	-2	773
CCOC(=O)c1ccc(NC(=O)c2cccnc2)cc1	-5%	5	814
Cc1ccccc1NC(=O)CN(C)S(=O)(=O)c1ccc2c(c1)n(C)c(=O)c(=O)n2C	1%	5	752
O=C1CC(C(=O)N2CCCc3ccccc32)CN1c1ccc(Cl)cc1 (configuration not stated)	-14%	-30	744
Oc1ccccc1C(=S)N1CCCC1	2%	7	756
CCOC(=O)N1CCN(C(=O)c2ccc(N(C)S(=O)(=O)c3ccc(C)cc3)cc2)CC1	46%	-9	629
COc1ccc(S(=O)(=O)N2CCCCCC2)cc1C(=O)N1CCCCC1	-4%	-5	713
C=CCN1CCN(C(=O)c2c(-c3ccccc3)noc2C)CC1	3%	-1	805
C=CCc1cccc(CNn2cnnc2)c1O	13%	9	774
Cc1c(C(=O)N(C)C(C)c2ccncn2)oc2c(F)cccc12 (configuration not stated)	15%	-2	734
COc1cc(C)c(S(=O)(=O)NCc2cccnc2)cc1C	-8%	2	874
NNC(=O)c1ccc(COc2ccc(Br)cc2)o1	-25%	-2	421
COc1ccc(-c2noc3c2-c2nc(C4CCCCC4)sc2CC3)cc1	11%	11	790
CC(CC(=O)NCCc1ccc(Cl)cc1)S(=O)(=O)c1ccc2c(c1)NC(=O)CO2 (configuration not stated)	18%	-21	702
COc1ccc(OC)c(CNS(=O)(=O)c2cc(-c3cc(C)no3)ccc2OC)c1	14%	21	676
COc1ccc2cc(C(=O)NCC3CCCO3)[nH]c2c1 (configuration not stated)	-9%	-10	789

More results.
canonical_smiles	NOD2 inhibition	Lipid droplet	Lipid droplet cells 6.5 µM
O=C(NCC1CCCO1)c1ccc2c(c1)N(Cc1ccccc1)CCS2 (configuration not stated)	18%	-3	751
NC(=O)c1c(NC(=O)c2ccccc2)sc2c1CCN(Cc1ccccc1)C2	-15%	-14	722
C=CCOc1cccc(CNCc2cccnc2)c1	8%	1	868
CC(=O)Nc1ccc(NC(=O)CCN2C(=O)c3ccccc3C2=O)cc1	-2%	0	838
NNC(=O)COc1ccc(-c2nccc(-c3ccc(F)cc3)n2)cc1	-19%	-7	715
CS(=O)(=O)N1CCc2cc(C(=O)Nc3ccc(COCC(F)(F)F)cc3)ccc21	9%	-2	717
COc1ccc(CCNC(=O)C2CCN(C(=O)c3ccc(C(C)(C)C)cc3)CC2)cc1OC	-11%	3	786
CCCCn1c(N)c(N(CCC(C)C)C(=O)CCCc2nc3ccccc3s2)c(=O)[nH]c1=O	-8%	-1	835
COc1ccc(Br)cc1CN1CCN(Cc2c[nH]c3ccccc23)CC1	20%	47	674
COCC1CCCN(C(=O)c2ccc3oc(Cc4ccc(Cl)cc4)nc3c2)C1 (configuration not stated)	16%	-19	664
Cc1ccc(S(=O)(=O)NCC(c2cccnc2)N2CCN(Cc3ccccc3)CC2)cc1 (configuration not stated)	2%	-17	659
O=C(Nc1cc(Cl)ccc1Cl)Nn1cnnc1	9%	2	787
Cc1cc(C(=O)N/N=C/c2ccc(-c3ccc([N+](=O)[O-])cc3Cl)o2)n[nH]1	-4%	4	733
Cc1ccc(S(=O)(=O)N2CCN(C(=O)C3CCCO3)CC2)cc1 (configuration not stated)	-5%	-9	753
CN(C(=O)c1cc(S(=O)(=O)N2CCCCC2)c[nH]1)C1CCCCC1	4%	0	769
Cc1ccc(C)c(C(=O)COC(=O)CCN2C(=O)C3C4CCC(C4)C3C2=O)c1 (configuration not stated)	19%	-2	852
CCOc1ccc(C(=O)Cn2cnc3ccccc3c2=O)cc1	-72%	-13	809
O=C(CNC(=O)c1ccc2c(c1)OCCO2)N/N=C/c1ccc([N+](=O)[O-])cc1	18%	-14	782
CCn1c(CC(=O)Nc2ccccc2C)nnc1SCC(=O)NC1CCCC1	-13%	-3	832
Nc1cccc(-c2nc3ccc(C(=O)c4ccccc4)cc3[nH]2)c1	-42%	-15	829
O=C(CCNS(=O)(=O)c1ccc(Br)cc1)NCCc1ccc(Cl)cc1	-2%	-8	615
COc1ccc(-c2nc(CN3CCC(C(=O)NC4CCN(Cc5ccccc5)CC4)CC3)c(C)o2)cc1OC	-4%	-39	691
Cc1cc(C(=O)Nc2ccccc2)c2ccccc2n1	9%	11	840
